Screening results from PubChem.
Jurkat NFkB inh: inhibitors of the PMA/ionomycin-induced NF-kB reporter in Jurkat cells; PMA/ionomycin-induced NF-kB luciferase reporter, luminescence; inhibition, % at 4 µM; actives 0.53% (n = 330,000); AID 435003; in the data active = inhibition above about 50%
697 NFkB inh: inhibitors of the PMA/ionomycin-induced NF-kB reporter in 697 B cells | 697 B-cell NF-kB luciferase reporter, 16 h | inhibition, % at 4 µM | actives 0.33% (n = 330,000) | AID 435022; in the data active = inhibition above about 35%
UPR XBP1 act: adaptive UPR (XBP1) activation; actives 0.33% (n = 330,000); CHO-XBP1 luciferase reporter, IRE1-XBP1 UPR activation, luminescence; percent of tunicamycin response, DMSO as zero; activation, % at 20 µM; AID 463104;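 active = versus positive control, 20 µM dose yields 30% or more activation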;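 also: 100% = tunicamycin at 10 µg/mL and 0% = DMSO only wells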
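Assay system: CHO-XBP1 luciferase reporter cells; Schedule: 6 h treatment, 37 °C; Detection: glow luminescence from Steady-Glo reagent; Benchmarks: high control tunicamycin 10 µg/mL final, low control DMSO vehicle only.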
APJ antagonist: blocks the human apelin receptor APJ | P35414 | CHO-K1 APJ beta-arrestin complementation, luminescence | inhibition, % at 20 µM | actives 0.32% (n = 330,000);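 active = inhibition above about 40% at 20 µM, limit read from the data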;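 also: cells challenged with 10 nM apelin-13 agonist together with compound; plate controls were apelin-13 plus DMSO wells for no effect and DMSO wells lacking apelin-13 for full effect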
UPR CHOP act: activators of apoptotic arm of unfolded protein response (CHOP); CHO-CHOP luciferase reporter, UPR activation, luminescence; percent of tunicamycin response over DMSO baseline; activation, % at 10 µM; actives 0.34% (n = 330,000); AID 449763;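 active = at 10 µM dose, activation of 40% or more, normalized to positive control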;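 also: 100% = tunicamycin at 10 µg/mL and 0% = DMSO alone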
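assay system = CHO CHOP reporter cells | amount = 500 CHO-CHOP cells per well | buffer or medium = F12 with 10% FBS | incubation = 16-18 h cell attachment, then 6 h compound exposure, 37 °C | detection = luminescence read with Steady-Glo | read-out = percent activation relative to tunicamycin control | controls = tunicamycin high control, DMSO low control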
tim23-1 inh: tim23-1 yeast growth inhibition. AID 463212. S. cerevisiae tim23-1 growth, BacTiter-Glo luminescence, 24 h. inhibition, % at 20 µM. actives 1.3% (n = 330,000);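 active = growth inhibition of the mutant yeast at or above 50%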;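 also: temperature-sensitive mutant grown at 25 °C; plate controls were DMSO-treated mutant yeast for no effect and medium wells lacking yeast for full effect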
Mdm2-MdmX inh: inhibitors of human Mdm2/MdmX interaction; actives 3% (n = 330,000); SaOS-2 split-luciferase Mdm2/MdmX complementation, luminescence; AID 485346; inhibition, % at 8 µM;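 active = inhibition of at least 50% at 8 µM in the primary screen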
Target sequence (O15151 whole entry, looked up): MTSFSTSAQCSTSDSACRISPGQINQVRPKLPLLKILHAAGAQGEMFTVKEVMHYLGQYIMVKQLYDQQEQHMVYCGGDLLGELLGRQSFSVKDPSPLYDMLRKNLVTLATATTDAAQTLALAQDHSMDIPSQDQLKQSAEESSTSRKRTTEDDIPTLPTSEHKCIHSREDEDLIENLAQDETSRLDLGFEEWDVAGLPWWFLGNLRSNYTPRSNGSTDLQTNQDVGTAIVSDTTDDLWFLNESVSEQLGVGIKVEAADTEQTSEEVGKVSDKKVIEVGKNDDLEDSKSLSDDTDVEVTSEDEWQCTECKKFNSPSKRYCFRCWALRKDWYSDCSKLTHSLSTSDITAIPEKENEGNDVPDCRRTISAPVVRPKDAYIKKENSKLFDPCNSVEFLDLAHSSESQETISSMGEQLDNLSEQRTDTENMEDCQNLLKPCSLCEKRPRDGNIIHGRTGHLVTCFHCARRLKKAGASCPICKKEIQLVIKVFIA
Target sequence (Q00987 whole entry, looked up): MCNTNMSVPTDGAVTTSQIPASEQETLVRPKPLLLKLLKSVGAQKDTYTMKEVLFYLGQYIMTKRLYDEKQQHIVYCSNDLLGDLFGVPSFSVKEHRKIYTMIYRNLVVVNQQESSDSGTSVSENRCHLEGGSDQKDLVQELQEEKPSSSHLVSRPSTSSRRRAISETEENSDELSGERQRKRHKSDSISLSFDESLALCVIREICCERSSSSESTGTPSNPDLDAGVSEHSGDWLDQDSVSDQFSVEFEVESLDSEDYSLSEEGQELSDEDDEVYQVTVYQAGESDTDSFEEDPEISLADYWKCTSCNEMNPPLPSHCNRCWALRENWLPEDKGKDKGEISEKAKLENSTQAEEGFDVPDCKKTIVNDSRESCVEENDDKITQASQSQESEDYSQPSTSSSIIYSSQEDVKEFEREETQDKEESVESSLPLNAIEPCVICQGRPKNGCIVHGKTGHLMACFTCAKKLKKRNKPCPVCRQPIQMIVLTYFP
APJ ag: activates the human apelin receptor APJ | P35414 | CHO-K1 APJ PathHunter beta-arrestin, luminescence; 0% DMSO wells, 100% apelin | activation, % at 20 µM | actives 0.11% (n = 330,000);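 active = activation more than six SD over the plate average, tested at 20 µM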;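 also: 0% = DMSO alone and 100% = apelin-13 at 10 nM; some results filed as inactive read as strong as hits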
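Incubation: overnight seeding, 90 min compound at 25 °C, 1 h detection; test system: PathHunter CHO-K1 APJ (AGTRL-1) beta-arrestin reporter cells; amount: 1000 cells/well; doses: one dose, 20 µM compound, 1% DMSO; measured by: beta-gal luminescence; measure: agonist-driven arrestin binding to APJ; benchmarks: negative DMSO alone, positive Apelin-13 at 10 nM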
Numbers without * were called inactive; . = not tested or not shown. Rows were taken by chance. About 5% of those tested had a hit in this group.

SMILES	Jurkat NFkB inh	697 NFkB inh	UPR XBP1 act	APJ antagonist	UPR CHOP act	tim23-1 inh	Mdm2-MdmX inh	APJ ag
O=C(c1ccc(N2CCOCC2)c([N+](=O)[O-])c1)N1CCCC(C(F)(F)F)C1 (centres undefined)	1	17	-1	3	-0.1	15	-6	5
CCOc1ccc(NC(=O)CN(C)C(=O)c2c(C)nn(-c3ccc(F)cc3)c2Cl)cc1OCC	15	3	-1	7	1.4	4	22	3
CN1C(=O)/C(=C2\SC(N3CCCCCC3)=NC2=O)c2ccccc21	-35	-18	8	3	5.0	55*	-18	-2
COc1cc(/C=C2\C(=N)N3N=C(S(C)(=O)=O)SC3=NC2=O)cc(OC)c1OCCOc1ccc(C)cc1	-9	1	-6	25	1.8	18	-9	-6
CCC(C)NC(=O)NCc1ccccc1F (centres undefined)	7	13	-3	-7	0.3	14	10	-4
Cc1cc(C(F)(F)F)nn1CC(=O)N(C)c1ccccc1	-11	16	-2	-3	-0.9	4	0	-2
O=C(C[n+]1ccccc1)c1ccc(Cl)cc1	-22	7	2	-9	-1.0	2	9	-3
Cc1ccccc1NC(=O)NC1(C(=O)NCc2ccco2)CCCCC1	13	10	-4	16	-0.7	-2	12	-2
CCOC(=O)N1CCN(C(=S)Nc2ccc(C)cc2C)CC1	8	11	1	11	5.5	-3	19	-4
CNC(=O)CN1C(=O)COc2ccc(S(=O)(=O)N3CCCCCC3)cc21	3	25	0	24	-0.2	-9	23	-2
CC(C)CC(COCc1ccc(Cl)cc1)N1CCN(C(=O)c2cccc(C(F)(F)F)c2)CCC1=O (centres undefined)	11	4	-2	8	-1.2	9	38	3
NC(=O)c1cc(S(=O)(=O)N2CCc3ccccc3C2)cs1	11	10	-2	11	2.1	4	-19	0
Cc1cccc(C(=O)NCCN2CCOCC2)c1[N+](=O)[O-]	-12	-7	-1	-1	1.1	-5	-4	-1
CCN(CCO)C(=S)Nc1cc(C(=O)OC)ccc1C(=O)OC	15	7	-1	7	4.3	3	-9	0
COc1ccc(C(=O)OCC(=O)Nc2ccc(Cl)cn2)cc1	3	10	0	5	0.8	6	9	-3
CCc1ccc(Nc2ncc3c(n2)CC(C)CC3=O)cc1 (centres undefined)	-172	-164	2	-6	3.7	14	-116	-1
Cc1ccc(S(=O)(=O)N2CCN(C(=O)CN3C(=O)NC(C)(c4ccc(Cl)cc4)C3=O)CC2)c(C)c1 (centres undefined)	18	-11	-2	-14	3.8	11	-4	0
N#CCCn1cc(C(N)=O)c(-c2ccc3ccccc3c2)n1	-7	-16	-4	18	0.1	5	-18	0
CC[C@@H](C)C(NC(=O)OC(C)(C)C)c1cn([C@@H](Cc2ccc(O)cc2)C(=O)N2CCN(C(=O)OC(C)(C)C)CC2)nn1 (some centres undefined)	14	-2	4	-2	-0.8	9	14	6
Cc1cccc2c(C(=O)Nn3cnnc3)cc(-c3ccccc3Cl)nc12	0	12	-3	-2	0.3	3	22	-2
COc1ccccc1CN(C)C(=O)c1cc(-c2cccs2)nc2ccccc12	8	18	0	4	2.0	25	61*	2
C=CCn1cccc(C(=O)Nc2ccc(C)c(C)c2)c1=O	-114	-101	-6	-1	3.5	28	-56	-3
CN(C)Cc1ccc(F)cc1Sc1ccc(Cl)cc1Cl	18	-26	0	11	2.0	12	3	1
CCOc1cc(/C=C2/C(=N)N3N=C(C)SC3=NC2=O)ccc1OS(=O)(=O)c1ccc(C)cc1	-3	26	-3	10	0.2	21	5	-3
O=C(O)C1(NS(=O)(=O)c2ccc(F)c(Cl)c2)CCCCC1	-8	8	-1	18	0.8	1	15	-5
Cc1csc(=O)n1CCC(=O)OCC(=O)Nc1ccc(Cl)cn1	2	-12	0	11	0.8	-7	12	-3
O=C(COc1cccc2cccnc12)N1CCc2ccccc21	-6	-5	4	5	1.0	33	-15	-3
Cn1c(SCC(=O)N2CCOCC2)nnc1-c1cccc(NC(=O)c2ccccc2F)c1	9	16	0	6	-0.7	-4	17	-5
O=C(O)c1ccc(CN2CCOCC2)o1	3	8	-2	-9	-0.9	6	-3	-3
COc1ccc(N2CC(C(=O)N/N=C/c3ccccc3)CC2=O)cc1 (centres undefined)	-4	10	-2	-1	-0.9	13	13	-5
O=C(c1ccco1)N1CCN(S(=O)(=O)N2CCOCC2)CC1	12	17	0	3	0.8	8	-1	-3
CCOC(=O)c1[nH]c2ccc(Br)cc2c1NC(=O)CCN1CCOCC1	-12	-4	-5	8	-0.8	10	-1	-2
CC1CC(C)CN(c2ccc(-n3cnnn3)cc2[N+](=O)[O-])C1 (centres undefined)	4	10	0	33	-0.5	41	11	-5
Cc1ccc(-c2nnc(Nc3ccccc3)o2)cc1	-59	-303	-8	9	-5.9	16	-2	-3
CCOc1ccc2cc(S(=O)(=O)n3ccnc3C)ccc2c1	26	6	-3	14	1.1	-2	21	1
O=C(NCc1ccccc1Cl)c1ccc2ccccc2n1	-48	-48	13	-1	5.6	31	-20	-1
CCOc1ccccc1N(C(=O)c1snc(C(N)=O)c1N)C(C(=O)NC1CCCC1)c1cccs1 (centres undefined)	-2	20	1	13	0.3	32	20	0
CSCc1ccc(C(=O)Nc2cc(C)cc(C)c2)cc1	-35	-12	3	-11	5.0	45	-46	-2
COC(=O)c1sccc1S(=O)(=O)NC(C)c1cnn(-c2ccc(OC)cc2)c1C (centres undefined)	0	-29	-5	7	-0.2	25	-24	5
O=C(NC1CCCC1)C1CCCN(S(=O)(=O)c2cccc3cccnc23)C1 (centres undefined)	-12	-14	0	23	-1.5	8	6	-1

Pulled by structure from above, 2 records:
SMILES	Jurkat NFkB inh	697 NFkB inh	UPR XBP1 act	APJ antagonist	UPR CHOP act	tim23-1 inh	Mdm2-MdmX inh	APJ ag
CN(C)Cc1ccc(F)cc1Sc1ccc(Cl)cc1Cl	18	-26	0	11	2.0	12	3	1
COC(=O)c1sccc1S(=O)(=O)NC(C)c1cnn(-c2ccc(OC)cc2)c1C (centres undefined)	0	-29	-5	7	-0.2	25	-24	5

Taken from above.
COc1ccc(N2CC(C(=O)N/N=C/c3ccccc3)CC2=O)cc1 (centres undefined) in 697 NFkB inh → 10
O=C(O)c1ccc(CN2CCOCC2)o1 in UPR CHOP act → -0.9

Arranged by molecular weight (rising): 6 of the compounds above
SMILES	Jurkat NFkB inh	697 NFkB inh	UPR XBP1 act	APJ antagonist	UPR CHOP act	tim23-1 inh	Mdm2-MdmX inh	APJ ag
C=CCn1cccc(C(=O)Nc2ccc(C)c(C)c2)c1=O	-114	-101	-6	-1	3.5	28	-56	-3
CC1CC(C)CN(c2ccc(-n3cnnn3)cc2[N+](=O)[O-])C1 (centres undefined)	4	10	0	33	-0.5	41	11	-5
CCOc1ccc2cc(S(=O)(=O)n3ccnc3C)ccc2c1	26	6	-3	14	1.1	-2	21	1
O=C(O)C1(NS(=O)(=O)c2ccc(F)c(Cl)c2)CCCCC1	-8	8	-1	18	0.8	1	15	-5
COc1ccc(N2CC(C(=O)N/N=C/c3ccccc3)CC2=O)cc1 (centres undefined)	-4	10	-2	-1	-0.9	13	13	-5
CCOc1cc(/C=C2/C(=N)N3N=C(C)SC3=NC2=O)ccc1OS(=O)(=O)c1ccc(C)cc1	-3	26	-3	10	0.2	21	5	-3

(cont.)
SMILES	Jurkat NFkB inh	697 NFkB inh	UPR XBP1 act	APJ antagonist	UPR CHOP act	tim23-1 inh	Mdm2-MdmX inh	APJ ag
COCCNC(=O)c1cccc(OC2CCN(Cc3cccc(SC)c3)CC2)c1	9	-1	-3	10	1.9	-11	14	-1
COC(=O)C1=CN(c2ccc(F)cc2)C=C(C(=O)OC)C1c1ccc(O)cc1	4	20	-5	7	-2.7	-5	19	-3
COc1ccccc1-c1sc2cc3c(cc2c1-c1ccc(OCCN2CCOCC2)cc1)OCO3	.	5	2	.	1.2	30	47	.
O=C(Nc1cccc(Cl)c1)N(CCCN1CCOCC1)Cc1ccccc1F	-3	14	-1	-17	2.5	7	22	-5
CCOc1ccccc1-n1c(CNc2ccc(F)cc2)nnc1SCC(=O)NCc1ccco1	-5	18	-6	11	-1.6	13	24	-1
O=C(c1ccc(Cl)c(S(=O)(=O)N2CCCCC2)c1)N1CCN(c2ccccc2)CC1	30	-33	-5	-9	4.0	26	28	-4
Cc1nnc(NC(=O)CSc2nc3c(c(=O)n(C)c(=O)n3C)n2C(C)C)s1	-14	-5	2	-29	-0.5	3	12	-2
COC(=O)COc1ccc(/C=C2\SC(=O)N(CC(=O)Nc3ccccc3F)C2=O)cc1	7	18	-1	-6	2.4	-8	-5	-1
CCN(CC1CCCO1)C(=O)C1CCN(C2CCN(Cc3ccccc3C)CC2)CC1 (centres undefined)	5	-38	-3	10	-2.1	4	11	9
COc1ccc(OC)c(C2N(c3ccccn3)C(=O)C3CCCN32)c1 (centres undefined)	-3	12	-1	-6	-0.3	12	11	-3
CCOC(=O)c1c(NC(=O)CSc2nc3ccc(C)cc3[nH]2)sc2c1CC(C)(C)NC2(C)C	10	-25	5	-64	1.4	24	75*	17
Cc1ccn(CCNC(=O)C2CCC(=O)N(CCc3ccc(Cl)cc3)C2)n1 (centres undefined)	10	6	-7	10	1.1	7	-3	-4
OCCC1CN(Cc2cccc3nccnc23)CCN1Cc1ccc(F)c(F)c1 (centres undefined)	-6	11	-2	2	-1.5	-3	11	-4
O=C(Cc1cccs1)Nc1nnc(CCc2ccccc2)s1	-8	-30	0	-25	0.6	-5	4	1
CN(C)c1ccc(C(=O)NNC(=O)c2ccc(Cl)cc2)cc1	-8	16	-1	6	2.2	-3	-6	2
N#Cc1cccc(NC(=O)N2CCC(c3nc4c(nnn4Cc4cccc(Cl)c4)c(=O)[nH]3)CC2)c1	-14	1	-3	22	-1.0	5	20	-7
Cn1c(=O)c2c(ncn2CC(=O)Nc2nc(-c3ccccc3Cl)cs2)n(C)c1=O	11	-23	0	-1	-1.4	15	-4	2
Cc1ccc(-c2nc(C)sc2CC(=O)O)cc1	7	12	-1	11	-1.5	20	20	-4
CCCCN(Cc1ccco1)C(=O)C1CCCN(c2ncnc3c2nc2n3CCCCC2)C1 (centres undefined)	3	-16	-1	-7	-1.0	34	33	-3
Cc1ccc(NC(=O)CS(=O)CC(=O)N(c2ccc(C)cc2)C(C)C(=O)NC2CCCCC2)cc1 (centres undefined)	10	13	3	4	0.9	-4	6	-4
